High-throughput results: PubChem, several laboratories
M4 antag: antagonists of human muscarinic M4 receptor (CHRM4); P08173; CHO-hM4 cells, ACh EC80, Fluo-8 calcium fluorescence; inhibition, % at 3 µM; 360,000 compounds, 0.73% hits; AID 624125;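 active = inhibition above its plate's cutoff, the mean inhibition of sample wells plus 3 SD, cut at about 27% in these data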;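 also: 0% = acetylcholine EC80 with DMSO and 100% = DMSO without agonist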
Target sequence (P08173 whole entry, looked up): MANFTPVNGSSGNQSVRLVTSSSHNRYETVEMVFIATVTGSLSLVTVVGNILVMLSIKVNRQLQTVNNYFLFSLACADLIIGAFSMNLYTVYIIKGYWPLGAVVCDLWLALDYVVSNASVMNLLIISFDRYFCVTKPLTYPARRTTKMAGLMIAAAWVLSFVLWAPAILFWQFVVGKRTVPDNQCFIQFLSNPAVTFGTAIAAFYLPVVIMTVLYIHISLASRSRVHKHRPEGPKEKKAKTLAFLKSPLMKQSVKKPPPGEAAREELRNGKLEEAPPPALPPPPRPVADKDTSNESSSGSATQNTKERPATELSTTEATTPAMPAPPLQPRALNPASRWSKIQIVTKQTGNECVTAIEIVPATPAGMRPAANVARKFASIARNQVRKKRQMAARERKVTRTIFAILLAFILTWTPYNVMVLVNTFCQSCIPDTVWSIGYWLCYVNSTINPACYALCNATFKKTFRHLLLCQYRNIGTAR
CHRM5 PAM: potentiates acetylcholine response at human M5 receptor; P08912; CHO-K1 hM5, Fluo-8 calcium, ACh EC20 PAM; 0% = ACh EC20, 100% = ACh EC100; activation, % at 3 µM; 360,000 compounds, 0.3% hits; AID 624038;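 active = activation above the run cutoff, the mean activation of all test compounds plus 3 SD, cut at about 18% in these data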
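Assay system: CHO-K1 hM5 cells. Also added: acetylcholine at EC20 concentration, added after compound. Dosing: 3 µM, single dose. Times: compound preincubation 140 s before EC20 acetylcholine addition. Signal: Fluo-8 calcium fluorescence. Measure: % activation relative to EC20 and EC100 ACh responses. Repeats: singlicate, one well per test compound.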
M4 ag: agonists of human muscarinic M4 receptor (CHRM4) | AID 624127 | 360,000 compounds, 0.14% hits | P08173 | CHO-K1 hM4/Gqi5, Fluo-8 calcium fluorescence; vehicle 0%, full acetylcholine response 100% | activation, % at 3 µM;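 active = activation above the run mean over all test wells plus 3 SD, cut at about 32% in these data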;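 also: peak over basal fluorescence ratio per well then scaled between controls; 0% = DMSO wells and 100% = acetylcholine at EC100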
M1 PAM: positive allosteric modulators of human M1 muscarinic receptor; P11229; CHO-K1 hM1, Fluo-8 calcium fluorescence, ACh EC20; 0% = ACh EC20, 100% = maximal ACh; activation, % at 3 µM; 360,000 compounds, 0.088% hits; in the data active = activation above about 19%, passing the limit was not always enough
Target sequence (P11229 whole entry, looked up): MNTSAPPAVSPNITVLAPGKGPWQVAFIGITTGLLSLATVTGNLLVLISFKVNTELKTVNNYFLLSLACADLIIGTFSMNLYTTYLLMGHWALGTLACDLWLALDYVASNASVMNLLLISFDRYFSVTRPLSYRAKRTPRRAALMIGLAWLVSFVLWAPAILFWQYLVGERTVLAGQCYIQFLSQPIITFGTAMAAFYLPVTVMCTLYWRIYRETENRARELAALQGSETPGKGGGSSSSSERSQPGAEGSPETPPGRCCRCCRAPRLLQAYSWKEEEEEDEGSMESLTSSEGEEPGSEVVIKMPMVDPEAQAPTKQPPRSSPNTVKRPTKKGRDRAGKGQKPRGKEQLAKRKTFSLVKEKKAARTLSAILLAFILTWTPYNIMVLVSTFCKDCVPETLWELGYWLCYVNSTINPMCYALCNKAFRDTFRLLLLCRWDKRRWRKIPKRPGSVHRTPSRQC
CRFR2-BP ag: agonists of human CRF-binding protein/CRF-R2 receptor complex; AID 588473; HEK293 CRF-R2/CRF-BP, calcium dye fluorescence (FLIPR); percent of saturating CRF peptide response; activation, % at 13.2 µM; 350,000 compounds, 0.46% hits;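 active = activation of at least 50%, plus an integration ratio under a set limit after plate pattern correction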;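 also: plate controls were neutral control wells without compound for no effect and CRF at EC100 for full effect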
CHRM5 antagonist: blocks acetylcholine activation of human M5 receptor | inhibition, % at 3 µM | AID 624040 | P08912 | CHO-hM5 cells, Fluo-8 calcium fluorescence, ACh EC80 | 360,000 compounds, 0.59% hits;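 active = inhibition above a per-plate cutoff, the mean of that plate's test compounds plus 3 SD, cut at about 27% in these data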;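 also: 0% = acetylcholine EC80 with DMSO and 100% = DMSO without agonist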
CHRM4 PAM: positive allosteric modulators of human muscarinic M4 receptor; P08173; activation, % at 3 µM; 360,000 compounds, 0.4% hits; CHO-K1 hM4/Gqi5, Fluo-8 calcium fluorescence, ACh EC20; 0% = ACh EC20, 100% = maximal ACh;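 active = activation above its plate's cutoff, the mean activation of sample wells plus 3 SD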; also: some results filed as inactive read as strong as hits
CHRM1 antagonist: human CHRM1 antagonism; AID 588852; P11229; CHO-K1 hM1, Fluo-8 calcium fluorescence, ACh EC80 antagonist; inhibition, % at 3 µM; 360,000 compounds, 1.3% hits;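 active = percent inhibition above its own plate's cutoff, namely the mean of that plate's compound wells plus 3 SD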;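 also: peak over basal fluorescence ratio during 140 s after agonist addition; 0% = ACh EC80 plus DMSO and 100% = DMSO alone without agonist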
M5 ag: agonists of human muscarinic M5 receptor (CHRM5) | AID 624037 | 360,000 compounds, 0.19% hits | CHO-K1 hM5 cells, Fluo-8 calcium fluorescence; 0% DMSO wells, 100% maximal acetylcholine response | P08912 | activation, % at 3 µM;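 active = activation above the run's mean over test compounds plus 3 SD, cut at about 23% in these data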;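 also: signal is peak over basal fluorescence ratio across the kinetic read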
* marks the source's active call; other numbers are inactive results; nt = no result given.

No.	molecule	M1 PAM	CHRM5 PAM	CHRM1 antagonist	CHRM5 antagonist	M4 antag	CHRM4 PAM	M5 ag	M4 ag	CRFR2-BP ag
1	C/C(=C\c1ccc(Cl)cc1)C(=O)c1c(C)cc(C)[nH]c1=O	6	1	-12	5	-4	0	-3	0	-0.4
2	CC1(C)CC(=O)N(c2cccc(C(F)(F)F)c2)C(=O)C1	14	5	-27	-6	-11	8	1	2	1.1
3	Cc1c(NC(=O)c2cc3nc(-c4ccccc4)cc(C)n3n2)c(=O)n(-c2ccccc2)n1C	9	-6	-47	5	-4	3	-2	2	-2.8
4	COc1ccc(CCNC(=O)COC(=O)CNS(=O)(=O)c2ccc(SC)c([N+](=O)[O-])c2)cc1	-3	2	7	1	-12	3	3	9	1.8
5	CC(C)n1c(SCc2cc(=O)[nH]c3ccccc23)nc2c1c(=O)n(C)c(=O)n2C	3	4	-5	1	-1	9	-1	0	0.3
6	COC(=O)CC1=NC(=O)CS1	1	2	0	-2	2	14	-3	0	1.9
7	CC1CCN(c2c([N+](=O)[O-])nn(-c3ccc4c(c3)OCCO4)[n+]2[O-])CC1	1	-4	2	4	10	-6	1	-2	-0.2
8	O=C(Nc1scc(-c2cccs2)c1C(=O)O)c1cccs1	10	0	-8	-1	5	11	-1	-2	0.6
9	CCCN1CCc2[nH]c(=S)[nH]c(=O)c2C1	11	1	-18	2	-9	18	1	1	-0.4
10	OC(c1ccc(F)cc1)c1nc(/C=C/c2ccccc2)cs1 (centres undefined)	5	-5	-13	4	-4	5	0	2	nt
11	O=C(Oc1coc(CSc2nnc(NC(=O)C3CC3)s2)cc1=O)c1c(F)cccc1F	3	6	-17	-2	10	9	0	1	-1.0
12	N#Cc1nc(COc2ccc(Br)cc2)oc1N1CCN(Cc2ccccc2)CC1	6	-9	-27	4	0	7	-3	0	3.0
13	COC1=NS(=O)(=O)c2ccccc21	-1	-13	-2	14	11	-15	1	9	-0.7
14	O=c1[nH]c2ccc(S(=O)(=O)N3CCN(c4ccc(F)cc4)CC3)cc2o1	0	-10	-2	8	12	-12	3	4	-0.8
15	CCCS(=O)(=O)N1CCN(C(=O)c2cccc(OC)c2)CC1	1	0	3	7	6	1	2	0	-1.0
16	CC(C)(C)C(=O)NC(NC(=S)Nc1sc2c(c1C#N)CCCC2)C(Cl)(Cl)Cl (centres undefined)	-5	-13	12	7	-10	-4	4	5	19
17	O=C(Cn1cnc2sc(-c3ccccc3)cc2c1=O)NCc1ccco1	4	8	-11	0	3	25	1	1	-1.3
18	O=C(c1cc(-c2ccco2)on1)N1CCc2ccccc2C1	28*	-3	-22	-4	0	12	2	1	3.7
19	O=C(COC(=O)c1cc(S(=O)(=O)N2CCCCC2)ccc1Cl)NCc1ccco1	8	-2	0	-4	-2	0	-1	1	-0.1
20	Cc1nc(SCC(=O)Nc2nccs2)c(C#N)c(C)c1C	10	4	-13	3	-11	6	2	0	2.6
21	CC(=O)N1N=C(c2ccc(C)c([N+](=O)[O-])c2)OC1(C)C	4	2	-2	3	4	-8	-1	1	1.0
22	NC(=O)c1ccc(NC(=O)c2ccccc2S(=O)(=O)c2ccccc2[N+](=O)[O-])cc1	-3	1	-5	-3	-1	1	-4	0	-2.5
23	O=C(Cn1c2ccc(F)cc2c2nc3n(c(=O)c21)CCS3)N1CCCC1	3	13	-6	5	-4	2	0	2	-0.3
24	O=C(Nc1ccc2c(c1)OCCO2)C1CC(c2ccc(F)cc2)=NO1 (centres undefined)	5	-3	-11	11	-4	1	-1	1	-0.6
25	CN(C)S(=O)(=O)N1CCN(S(=O)(=O)c2ccc(F)cc2)CC1	9	-1	-13	-4	-7	0	3	0	1.4
26	CC1CCC2(CC1)NC(=O)N(CC(=O)Nc1ccc3c(c1)OCCCO3)C2=O (centres undefined)	0	-13	12	7	8	-3	1	1	-0.8
27	CC(C)CC(N)c1csc(Nc2ccc(S(C)(=O)=O)cc2)n1 (centres undefined)	7	2	-11	4	10	0	-1	0	nt
28	CN(Cc1ccccc1)C(=S)NC(=O)c1ccccc1	7	0	-4	5	1	2	-2	0	5.7
29	CC1CC(C)CN(C(=O)C2CCN(C(=O)Nc3ccccc3)CC2)C1 (centres undefined)	10	1	-10	-1	0	3	-2	1	-1.3
30	C[C@H](CO)N1C[C@H](C)[C@@H](CN(C)C(=O)C2CCCCC2)OCc2cnnn2CCCC1=O	4	0	-16	5	-17	5	0	1	-1.8
31	NC(=O)CSc1oc(-c2ccco2)nc1S(=O)(=O)c1ccc(F)cc1	1	-3	1	16	1	-3	-1	1	0.1
32	CN(c1cc2c(c3c1ccn3C)C1CCC2O1)C1CCCCC1 (centres undefined)	-11	-4	11	2	-3	5	0	-2	nt
33	CCOC(=O)C1(Cc2ccc(Cl)cc2)CCN(Cc2cn(CC)nc2C)CC1	-7	-14	16	7	4	-2	-8	15	4.8
34	CCn1c(/C=N/NC(=O)c2ccc(OC)cc2)nc2ccccc21	-4	-7	10	0	-1	3	0	3	1.1
35	Cc1nc([N+](=O)[O-])cn1CC(=O)Nc1ccc([N+](=O)[O-])cc1	-3	0	13	11	0	-1	0	0	-0.3
36	Cn1c(SCc2c(F)cccc2Cl)nnc1-c1cccs1	6	0	0	-2	8	-7	-8	-1	-1.9
37	Cc1ccc(C(=O)Nc2ncc(C)s2)o1	10	12	-20	0	14	26	-3	2	-1.2
38	COc1ccc(S(=O)(=O)N2CCCC2)cc1C(=O)N1CCCCC1	21	-2	-14	7	5	14	3	1	-0.9
39	CC1(C)CC(=NNC(=O)c2n[nH]c3c2CCC3)CC(C)(C)N1	15	5	-3	-11	-2	8	1	1	-0.4
40	CN(Cc1ccccc1)C(=O)CN1CCN(C(c2ccccc2)c2ccccc2)CC1	-20	-34	86*	11	50*	-27	-18	0	0.0
41	O=C1N=C(N2CCCCC2)S/C1=C\c1ccc(Cl)cc1	14	-2	-22	-9	1	-1	7	-1	-0.6
42	COc1ccc(OCCCC(=O)OC(C)C(=O)Nc2ccc(C)cc2)cc1 (centres undefined)	0	-9	7	11	0	-2	-3	6	0.0
43	CCN(C(=O)CSc1nc2ccccc2o1)c1c(N)n(Cc2ccccc2)c(=O)[nH]c1=O	16	-2	-17	12	11	12	-1	1	2.3
44	CC(C)(C)c1ccc(N2C(=O)Cc3c2nc(N)c(C#N)c3N)cc1	8	11	0	-8	10	7	1	2	1.0
45	Cc1cc(C)c2oc(C(=O)NCc3ccccc3)cc(=O)c2c1	-4	-4	3	12	9	-1	-2	1	-0.9
46	O=C(Nc1nnc(-c2ccco2)o1)c1cccc2ccccc12	7	-5	-7	10	6	-2	-2	0	2.9
47	O=C(CCC1CCCN(C(=O)Cc2ccc(F)cc2)C1)N1CCN(c2ccccn2)CC1 (centres undefined)	3	-14	-6	14	-2	2	0	6	-6.7
48	CN(CC(=O)N1CC=C(c2ccccc2)CC1)S(=O)(=O)c1cnc[nH]1	2	-5	-2	8	7	5	-3	1	5.2
49	COc1ccc(-c2oc3ccccc3c2C(=O)OCc2ccc([N+](=O)[O-])cc2)cc1	7	8	-2	3	-5	7	4	1	-1.3
50	Cc1ccccc1-c1nc(CS(=O)(=O)CC(=O)NCCCN2CCOCC2)c(C)o1	-2	-7	11	5	-14	11	-5	2	1.4

The list goes on.
No.	molecule	M1 PAM	CHRM5 PAM	CHRM1 antagonist	CHRM5 antagonist	M4 antag	CHRM4 PAM	M5 ag	M4 ag	CRFR2-BP ag
51	CC1=NOC(=O)/C1=C/c1ccc2c(c1)OCO2	-3	18	-6	-16	-1	-2	-3	4	0.7
52	CCCc1ccc(OCC(=O)NNC(=O)c2cccnc2)cc1	-4	-7	4	8	-2	-4	-1	0	0.7
53	O=C(NCC1COc2ccccc2O1)c1cccc(S(=O)(=O)N2CCN(c3ccccc3)CC2)c1 (centres undefined)	-3	-14	4	11	11	-7	-3	8	2.1
54	COc1ccc(NS(=O)(=O)c2cccc(C(=O)OCC(=O)c3c(N)n(C)c(=O)n(C)c3=O)c2)cc1	4	1	-7	2	-8	-3	3	5	5.5
55	O=C(CN(Cc1ccccc1)S(=O)(=O)c1ccccc1)N/N=C/c1ccccc1[N+](=O)[O-]	-6	-11	-7	7	0	-10	0	6	-2.2
56	O=C(Cc1cccc(NC(=O)C2CCN(C(=O)C3CCCC3)CC2)c1)Nc1cccc(C(=O)N2CCCC2)c1	5	11	-3	7	-9	8	-2	-1	-2.4
57	COc1ccc(C(C)=O)cc1Cn1c(C)c(C(=O)NC2CC2)sc1=O	2	0	-4	-2	4	3	0	1	nt
58	[O-][n+]1ccccc1/C=C/c1ccccc1	2	-10	2	13	-3	-2	0	1	1.1
59	CC(=O)Nc1ccc(NC(=O)c2ccccc2N(Cc2ccccc2)S(C)(=O)=O)cc1	18	5	-15	9	-5	1	1	2	-1.8
60	CCOC(=O)c1c(-c2ccc(F)cc2)cn2ccccc12	-9	-5	1	-11	-16	-4	-7	-2	-2.4
61	CN1CCN(S(=O)(=O)c2ccc(Br)c3nsnc23)CC1	9	4	-10	3	0	6	-2	-1	0.2
62	CCCCCn1c(CN2CCN(c3cccc(Cl)c3)CC2)nc2c1c(=O)[nH]c(=O)n2C	4	2	-8	2	-8	8	-3	0	-6.2
63	CCO[C@H]1OC(C(=O)O)=C[C@@H](c2cn(C(C)=O)c3ccccc23)[C@@H]1CCCO	11	-4	-8	19	-5	14	0	2	4.6
64	O=[N+]([O-])c1ccc(S(=O)(=O)N(CC(O)CN2CCCCC2)c2ccccc2)cc1 (centres undefined)	4	2	-8	0	-10	-3	-6	1	-1.6
65	O=C1c2[nH]nc(-c3ccccc3O)c2C(c2ccccc2F)N1Cc1ccco1 (centres undefined)	6	-7	-9	3	0	6	-1	1	-0.1
66	COc1ccc(CNC(=S)Nc2ccccc2-c2ccccc2)cc1	8	0	-15	1	3	-6	-9	2	nt
67	O=C(O)c1ccc(OC2CSC2)cc1	4	-10	-5	6	-8	0	-2	0	0.1
68	COC(=O)c1[nH]c2cccc(OC)c2c1NC(=O)CN1CC(C)OC(C)C1 (centres undefined)	8	2	-1	-3	2	8	1	1	-0.5
69	Cc1cc(=O)oc2cc(OCC(=O)OCC(=O)NC(C)C)ccc12	1	3	-7	-1	-11	-1	1	2	-3.0
70	COc1ccc(C(=O)OCC(=O)N2CCN(C(=O)c3ccco3)CC2)c(OC)c1OC	6	3	-2	-11	-5	8	1	0	0.2
71	O=C(NN=Cc1ccccc1O)C(O)c1ccccc1 (centres undefined)	6	11	-8	1	-4	3	-1	1	-0.9
72	C/C(=N/NC(=O)C1CCCC1)c1ccc(NC(=O)C(F)(F)F)cc1	11	6	-17	-2	-6	9	-5	1	nt

Some of these compounds in order of formula weight, lowest first:
No.	molecule	M1 PAM	CHRM5 PAM	CHRM1 antagonist	CHRM5 antagonist	M4 antag	CHRM4 PAM	M5 ag	M4 ag	CRFR2-BP ag
26	CC1CCC2(CC1)NC(=O)N(CC(=O)Nc1ccc3c(c1)OCCCO3)C2=O (centres undefined)	0	-13	12	7	8	-3	1	1	-0.8
65	O=C1c2[nH]nc(-c3ccccc3O)c2C(c2ccccc2F)N1Cc1ccco1 (centres undefined)	6	-7	-9	3	0	6	-1	1	-0.1
70	COc1ccc(C(=O)OCC(=O)N2CCN(C(=O)c3ccco3)CC2)c(OC)c1OC	6	3	-2	-11	-5	8	1	0	0.2
